# Screening results deposited in PubChem BioAssay by several laboratories.
# NS3 helicase inh = HCV NS3 helicase inhibition. NS3 helicase DNA unwinding, Cy5 molecular beacon fluorescence. inhibition, % at 10.9 µM. 290,000 tested, 0.56% active;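 active means inhibition above the mean of all tested compounds plus 3 SD, set per campaign, cut at about 35% in these data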;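 further: 0% = DMSO wells and 100% = thioflavine S control wells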
#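 Control set: DMSO versus 110 µM thioflavine S; Material: NS3 helicase fragment of HCV; Measured by: Cy5 fluorescence at 0 and 60 min, beacon hairpin quenching; Read-out basis: percent inhibition from t60/t0 fluorescence ratio; Times: reaction time 60 min, 25 °C; Repeats: single replicate; Compound dosing: single dose, 10.9 µM nominal final, DMSO 0.8% final.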
# GalR3 antag = human GalR3 antagonism | O60755 | HEK293 GalR3-CNG cAMP membrane potential fluorescence; galR3 body fused to GalR1 C-terminus | inhibition, % at 3 µM | 360,000 tested, 0.44% active | AID 651719;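 active means inhibition above the screen-wide average plus 3 SD, cut at about 13% in these data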;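 further: forskolin and galanin both at EC90 stimulate the cells; cAMP rise reported by CNG channel membrane potential dye signal; 0% = forskolin plus galanin with DMSO and 100% = forskolin alone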
# Target sequence (O60755 1-299 limits assumed): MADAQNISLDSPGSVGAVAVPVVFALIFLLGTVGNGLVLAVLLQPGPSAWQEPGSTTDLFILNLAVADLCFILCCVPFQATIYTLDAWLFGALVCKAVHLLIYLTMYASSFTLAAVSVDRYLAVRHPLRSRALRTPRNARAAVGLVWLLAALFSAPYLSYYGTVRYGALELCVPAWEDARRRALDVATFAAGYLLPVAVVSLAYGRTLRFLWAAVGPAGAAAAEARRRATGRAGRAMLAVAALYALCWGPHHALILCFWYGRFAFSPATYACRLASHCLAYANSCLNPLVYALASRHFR
# SUMO HTRF inh = inhibitors of human SUMOylation (UBC9). 290,000 tested, 0.36% active. P63279. AID 2006. HTRF SUMOylation assay, SAE1/SAE2 + UBC9, in vitro. inhibition, % at 35 µM; in the data active means inhibition above about 50%, passing the limit was not always enough; further: strong numbers were not always called active
# Target sequence (P63279 whole entry, looked up): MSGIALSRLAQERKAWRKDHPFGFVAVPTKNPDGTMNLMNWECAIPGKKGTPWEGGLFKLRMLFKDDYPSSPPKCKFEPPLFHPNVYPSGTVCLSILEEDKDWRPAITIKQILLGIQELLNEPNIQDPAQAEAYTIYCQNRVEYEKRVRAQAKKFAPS
# CRFR2-BP antag = CRF-BP/CRF-R2 complex antagonism; HEK293 CRF-R2/CRF-BP, CRF-induced calcium fluorescence; 350,000 tested, 0.59% active; inhibition, % at 11.8 µM; AID 588475;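 active means inhibition of the ligand-induced calcium signal above about 50% at the single tested concentration, limit read from the data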
# DNA FID counter = fluorescent intercalator displacement, NS3 helicase counter-screen. inhibition, % at 7.9 µM. 290,000 tested, 0.17% active. DNA fluorescent intercalator displacement, fluorescence. AID 1845; in the data active means inhibition above about 37%;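 further: 0% = vehicle and 100% = reference compound; higher means more ethidium bromide displaced from hairpin DNA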
# MEKK3 PB1 HTS = MEKK3-MEK5 PB1 interaction, increase or decrease; bead-based flow cytometry, Alexa488-MEK5 binding to MEKK3; actives lie on both sides; 0 = blocked by unlabeled MEK5, 100 = vehicle; binding response (% of control), % at 10 µM; Q99759; AID 1529; 290,000 tested, 1.4% active;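 active means binding response more than 3 SD above or below the average of its plate-row segment, actives on both sides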;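 further: Alexa488 bead fluorescence after subtracting the streptavidin-only scavenger bead signal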
# Target sequence (Q99759 whole entry, looked up): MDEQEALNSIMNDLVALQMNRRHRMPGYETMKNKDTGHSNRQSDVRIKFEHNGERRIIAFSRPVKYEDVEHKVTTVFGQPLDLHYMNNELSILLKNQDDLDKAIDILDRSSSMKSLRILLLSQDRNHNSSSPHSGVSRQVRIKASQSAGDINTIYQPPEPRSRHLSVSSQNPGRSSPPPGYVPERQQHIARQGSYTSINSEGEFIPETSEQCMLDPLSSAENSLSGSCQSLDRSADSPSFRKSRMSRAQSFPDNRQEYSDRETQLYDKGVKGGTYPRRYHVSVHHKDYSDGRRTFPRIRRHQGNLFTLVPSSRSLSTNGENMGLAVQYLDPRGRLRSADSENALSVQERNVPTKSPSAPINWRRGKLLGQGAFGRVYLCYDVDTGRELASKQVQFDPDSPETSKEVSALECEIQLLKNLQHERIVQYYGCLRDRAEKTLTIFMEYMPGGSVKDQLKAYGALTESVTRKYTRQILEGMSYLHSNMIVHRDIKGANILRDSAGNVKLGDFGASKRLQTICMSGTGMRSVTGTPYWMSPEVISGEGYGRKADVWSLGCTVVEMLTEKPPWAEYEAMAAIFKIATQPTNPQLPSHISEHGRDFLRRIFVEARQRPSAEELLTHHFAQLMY
# CRFBP-R2 agonist = agonists of human CRF-binding protein/CRF-R2 receptor complex; HEK293 CRF-R2/CRF-BP, calcium dye fluorescence (FLIPR); percent of saturating CRF peptide response; activation, % at 13.2 µM; 350,000 tested, 0.46% active;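 active means activation of at least 50%, plus an integration ratio under a set limit after plate pattern correction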;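 further: plate controls were neutral control wells without compound for no effect and CRF at EC100 for full effect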
# MEKK2 WT-MEK5 = raises or lowers MEK5 binding to wildtype human MEKK2 PB1 domain; Q9Y2U5; binding response (% of control), % at 10 µM; bead flow cytometry, Alexa488-MEK5 binding to MEKK2 WT; actives lie on both sides; 290,000 tested, 1.1% active; AID 1531; in the data active means binding response below about 67% or above about 130%
# MEKK2mut PB1 HTS = signal of MEK5 binding to mutant human MEKK2 PB1 domain; bead flow cytometry, Alexa488-MEK5 binding to MEKK2 mutant; percent response, % at 10 µM; 290,000 tested, 0.35% active; in the data active means percent response above about 24%, passing the limit was not always enough; further: inactives centre near 1; some results filed as inactive read as strong as hits
# * = called active by the depositor; . = not tested or not shown. A portion of the library; count on the stated rates, not on these rows.
SMILES,NS3 helicase inh,GalR3 antag,SUMO HTRF inh,CRFR2-BP antag,DNA FID counter,MEKK3 PB1 HTS,CRFBP-R2 agonist,MEKK2 WT-MEK5,MEKK2mut PB1 HTS
COc1ccc(NC(=S)N/C(=N/S(=O)(=O)c2ccc(C)cc2)c2ccccc2)cc1,10,-5,2,20,-5,90,-4.4,95,0
COc1ccc(OC)c(NC(=O)C2C(C(=O)O)C3(Cl)C(Cl)=C(Cl)C2(Cl)C3(Cl)Cl)c1 (centres undefined),13,-3,-1,-39,4,101,-1.6,93,-7
COc1ccc(C(=O)OCC(=O)Nc2cc(C)on2)c(OC)c1OC,7,-1,11,39,-4,98,-5.1,96,-1
C(=C\c1ccc(/C=C/c2ccccc2)nn1)/c1ccccc1,-5,.,20,.,-14,101,.,99,2
COc1ccc(NC(=O)N[C@@H](CCSC)C(=O)O)cc1Cl,0,-5,-4,1,-2,104,-0.4,104,6
O=C(Nc1ccccc1)Nc1cccc(NC(=O)Nc2ccccc2)c1F,-14,-6,16,0,-2,99,9.7,102,9
Cc1ccc2[nH]c(C(=O)NN=C3CCCCC3)c(-c3ccccc3)c2c1,-1,-6,-3,-33,-14,101,-0.9,90,-4
Cc1cc2c(OCC(O)CN3CCCCC3)cccc2[nH]1 (centres undefined),15,-4,-9,4,-1,95,-2.4,94,-7
COc1ccc(NC(=O)C(OC(=O)c2cnccn2)c2ccccc2)cc1Cl (centres undefined),-9,4,-25,15,-11,93,0.6,93,3
COc1cccc(NC(=O)C2COc3ccccc3O2)c1 (centres undefined),4,-9,2,13,-11,99,-2.1,100,2
COC(=O)c1c(NC(=O)C(=O)NCCCN2CCOCC2)sc2c1CCC2,-24,0,6,-6,15,100,1.6,106,2
CN(C)c1cccc(C(=O)OCC(=O)Nc2ccccc2Cl)c1,3,2,2,-7,-13,118,1.7,111,-1
Cn1c(-c2ccc(F)cc2)cnc1SCC(=O)N1CCCCC1,-17,-6,13,-16,-10,104,1.7,102,3
COc1cc2c(=O)n(-c3ccc(C)cc3)c(=O)n(CC(=O)c3ccc4c(c3)OCO4)c2cc1OC,-4,-2,-8,-6,-8,88,0.9,92,-8
COc1ccc(N=Nc2nc(-c3ccccc3)c(-c3ccccc3)[nH]2)cc1,-2,-4,-16,1,-6,109,1.3,94,3
CC(=O)OCC1=C(C(=O)O)N2C(=O)C(NC(=O)C(C)Cn3cc(Cl)cn3)C2SC1 (centres undefined),24,-4,-4,-8,-17,101,1.6,97,-1
O=C(Nc1ccc(S(=O)(=O)N2CCCCCC2)cc1)c1ccc(Br)o1,-4,-1,16,1,-11,104,0.2,106,7
C=CCSc1nn2c(=O)c3ccccc3nc2s1,6,1,-2,6,-1,92,1.1,91,-6
O=C(NCc1ccccc1)[C@]1(C(F)(F)F)C[C@H](CCc2ccccc2)CCCO1,.,-4,.,-12,.,101,3.6,104,3
O=[N+]([O-])c1ccccc1S(=O)(=O)Nc1cccc2cccnc12,-5,-6,-108,45,-1,103,-15,104,1
COc1ccc(/C(C)=N\O)cc1OC,-12,-3,7,6,2,99,-0.1,96,-6
CCOc1ccccc1CN1CCN(C/C=C/c2ccc(OC)cc2)CC1CCO (centres undefined),-5,-4,-6,-11,22,100,-2.3,113,13
CCCCCC(=O)NC(=S)NC1C2CC3CC(C2)CC1C3 (centres undefined),-2,-2,3,-10,-16,97,2.9,95,-3
COc1ccc(-c2csc(N(Cc3ccco3)C(=O)c3cccs3)n2)cc1,6,-7,-10,-4,-12,99,1.9,92,-2
Cc1cccc(Nc2nccc(N(C)C)c2C#N)c1,2,-2,-3,19,-1,102,-1.6,108,6
COc1ccc(CO/N=C/c2c(C)[nH]c(=O)[nH]c2=O)cc1,6,11,-8,8,-2,79,-0.8,87,-15
CC(NC(=O)c1cc(Br)cs1)C1CCCO1 (centres undefined),7,-10,4,26,1,103,-0.6,102,8
Cc1ccc2c(=O)oc(N(C)C)nc2c1,1,4,8,1,-7,79,-0.6,82,-9
COC(CN1C(=O)C(O)=C(C(C)=O)C1c1ccccn1)OC (centres undefined),-5,-2,3,-10,-3,108,1.2,107,14
c1ccc2sc(SCc3ccc(-c4nnco4)cc3)nc2c1,-9,-6,13,0,-21,96,-0.9,92,-2
O=C(NCc1ccccn1)c1cnc2sccn2c1=O,5,-2,23,-9,-3,106,-0.4,104,4
O=C(Nc1cccnc1)c1ccc(CSc2ccccc2)cc1,0,-4,-2,-6,1,108,0.4,107,8
Cc1ccc(CNC(=O)c2ccc(NS(=O)(=O)c3c(C)noc3C)cc2)cc1,-3,-2,14,0,-15,.,0.9,.,.
C=CCc1cccc2cc(C(=O)OCC(=O)c3ccccc3)c(=O)oc12,7,-5,-1,-57,-3,101,1.9,102,11
Cc1cc(Br)ccc1NC(=O)CN(C)C(=O)c1cc(S(=O)(=O)N(C)C)ccc1N1CCCC1,-9,-2,-2,1,-46,104,-1.5,103,7
CC(=O)Nc1ccc(S(=O)(=O)NC(C)c2nc(-c3ccccc3)no2)cc1 (centres undefined),16,3,5,13,-6,98,7.2,98,0

# 15 entries from above, with bars between the fields.
structure | NS3 helicase inh | GalR3 antag | SUMO HTRF inh | CRFR2-BP antag | DNA FID counter | MEKK3 PB1 HTS | CRFBP-R2 agonist | MEKK2 WT-MEK5 | MEKK2mut PB1 HTS
CCOc1ccccc1CN1CCN(C/C=C/c2ccc(OC)cc2)CC1CCO (centres undefined) | -5 | -4 | -6 | -11 | 22 | 100 | -2.3 | 113 | 13
CCCCCC(=O)NC(=S)NC1C2CC3CC(C2)CC1C3 (centres undefined) | -2 | -2 | 3 | -10 | -16 | 97 | 2.9 | 95 | -3
COc1ccc(-c2csc(N(Cc3ccco3)C(=O)c3cccs3)n2)cc1 | 6 | -7 | -10 | -4 | -12 | 99 | 1.9 | 92 | -2
Cc1cccc(Nc2nccc(N(C)C)c2C#N)c1 | 2 | -2 | -3 | 19 | -1 | 102 | -1.6 | 108 | 6
COc1ccc(CO/N=C/c2c(C)[nH]c(=O)[nH]c2=O)cc1 | 6 | 11 | -8 | 8 | -2 | 79 | -0.8 | 87 | -15
CC(NC(=O)c1cc(Br)cs1)C1CCCO1 (centres undefined) | 7 | -10 | 4 | 26 | 1 | 103 | -0.6 | 102 | 8
Cc1ccc2c(=O)oc(N(C)C)nc2c1 | 1 | 4 | 8 | 1 | -7 | 79 | -0.6 | 82 | -9
COC(CN1C(=O)C(O)=C(C(C)=O)C1c1ccccn1)OC (centres undefined) | -5 | -2 | 3 | -10 | -3 | 108 | 1.2 | 107 | 14
c1ccc2sc(SCc3ccc(-c4nnco4)cc3)nc2c1 | -9 | -6 | 13 | 0 | -21 | 96 | -0.9 | 92 | -2
O=C(NCc1ccccn1)c1cnc2sccn2c1=O | 5 | -2 | 23 | -9 | -3 | 106 | -0.4 | 104 | 4
O=C(Nc1cccnc1)c1ccc(CSc2ccccc2)cc1 | 0 | -4 | -2 | -6 | 1 | 108 | 0.4 | 107 | 8
Cc1ccc(CNC(=O)c2ccc(NS(=O)(=O)c3c(C)noc3C)cc2)cc1 | -3 | -2 | 14 | 0 | -15 | . | 0.9 | . | .
C=CCc1cccc2cc(C(=O)OCC(=O)c3ccccc3)c(=O)oc12 | 7 | -5 | -1 | -57 | -3 | 101 | 1.9 | 102 | 11
Cc1cc(Br)ccc1NC(=O)CN(C)C(=O)c1cc(S(=O)(=O)N(C)C)ccc1N1CCCC1 | -9 | -2 | -2 | 1 | -46 | 104 | -1.5 | 103 | 7
CC(=O)Nc1ccc(S(=O)(=O)NC(C)c2nc(-c3ccccc3)no2)cc1 (centres undefined) | 16 | 3 | 5 | 13 | -6 | 98 | 7.2 | 98 | 0

# Other records:
SMILES,NS3 helicase inh,GalR3 antag,SUMO HTRF inh,CRFR2-BP antag,DNA FID counter,MEKK3 PB1 HTS,CRFBP-R2 agonist,MEKK2 WT-MEK5,MEKK2mut PB1 HTS
O=C(Nc1ccc(N2CCN(C(=O)c3ccco3)CC2)c(Cl)c1)c1cc2ccccc2o1,-12,0,6,25,-29,.,-0.6,.,.
O=C(Nc1ccccc1C(=O)NCC1CCCO1)c1ccccc1 (centres undefined),-3,-1,27,-12,-4,100,0.1,97,-1
CC(=O)Nc1ccc(NC(=O)Nc2cc(C)cc(C)c2)cc1,0,-3,2,-5,-1,85,-1.0,89,-30
C=CCn1c(SCC(=O)NCCCO)nc2sc3c(c2c1=O)CCC3,-2,-11,12,9,-6,109,-0.7,112,12
O=C(NCc1ccc2c(c1)OCO2)c1ccc(CS(=O)(=O)Cc2cccc(Cl)c2)o1,1,2,-4,11,-18,95,0.4,94,-1
COc1ccc(S(=O)(=O)n2nc(OCc3cccs3)cc2N)cc1,19,-3,2,3,-11,100,1.4,98,-3
COC(=O)C1=CN(Cc2ccc(C)cc2)C=C(C(=O)OC)C1c1cc(OC)c(OC)c(OC)c1,-18,-10,5,24,-44,106,1.0,110,10
O=C(Nc1ccc(N2CCOCC2)cc1)c1cccc(-n2cnnc2)c1,3,-2,10,2,-4,103,-0.7,105,8
O=C(CSc1cn[nH]n1)Nc1ccccc1C(F)(F)F,-4,-6,-6,7,-1,94,-0.1,90,-9
CCOC(=O)c1sc2ncnc(N3CCN(CC)CC3)c2c1C,6,-2,12,15,-2,107,2.1,101,-5
COC(=O)c1[nH]c2ccccc2c1NC(=O)CN1CCN(Cc2ccc3c(c2)OCO3)CC1,-7,0,21,1,-3,101,5.9,104,5
CCCC(=O)NCC(c1cccs1)S(=O)(=O)c1ccc(C)cc1 (centres undefined),-4,1,18,-15,-20,98,1.1,102,-6
CCCCNC(=O)C(Sc1ccccc1)c1ccccc1 (centres undefined),7,1,-6,33,-7,99,1.2,99,-2
O=[N+]([O-])c1cc(C(F)(F)F)ccc1NCCCCNS(=O)(=O)c1ccc(Cl)cc1,12,5,-28,-57,0,100,4.2,120,0
O=[N+]([O-])c1cc(Cl)ccc1N1CCCC1,-2,-7,-8,-4,3,106,-1.6,95,-7
Cc1cc2ncn(C(=O)N3CCCC3)c2cc1C,1,-1,7,3,-3,91,-1.1,100,7
CCOc1nc(NCCO)nc(Nc2cc(Cl)ccc2OC)n1,3,-2,9,4,-6,92,-3.4,91,-11
COc1ccccc1-n1c(C)nnc1SCC(N)=O,2,-1,11,-10,-5,103,-0.7,100,2
CCOC(=O)C1C(c2ccc(OC)cc2)N(C)OC1(O)C(F)(F)F (centres undefined),-2,-9,-4,15,-11,99,-0.5,97,-2
Cc1ccc(C)c(N(C)C(=O)COc2cc(=O)n(C)c3ccccc23)c1,5,-1,9,22,-35,103,-2.0,102,2
Cc1ccc(OCc2cc(C(=O)N3CCC(Oc4cccnc4)CC3)no2)cc1C,-9,0,7,-1,-56,102,0.4,106,0
COc1ccc(-c2nc3ncccn3c2Nc2ccccc2)cc1,-3,-2,29,-27,-5,102,4.2,88,-11
Cc1cc(C)cc(C(=O)NC(CC(N)=O)c2ccc(NC3CCCC3)c([N+](=O)[O-])c2)c1 (centres undefined),-12,-3,10,10,-16,101,-1.3,98,-5
COc1ccccc1OCCOCCOc1c(C)cc(C)cc1Br,0,-5,-2,44,-28,105,2.3,104,3
CS(=O)(=O)N1CCCC(C(=O)NC2CCCCCCC2)C1 (centres undefined),2,-3,7,23,-8,90,-4.0,87,-7
Cc1ccc(NC(=O)N(Cc2cc3cc(C)cc(C)c3[nH]c2=O)CC2COCCO2)cc1 (centres undefined),-4,-5,1,1,3,108,1.4,105,4
